Bioassay records (PubChem BioAssay)
BioA inh: blocks M. tuberculosis BioA enzyme activity. purified M. tuberculosis BioA enzyme, plate reader. inhibition, % at 9.99 µM. hit rate 0.096% among 360,000. AID 602481; in the data active means inhibition above about 40%
Active calls of the source: *. A portion of the library (hit frequency here may not be typical).

#	Structure	BioA inh
1	C[C@@H]1CCCCO[C@@H](CN(C)C(=O)c2ccncc2)[C@@H](C)CN([C@@H](C)CO)C(=O)c2cc(NS(=O)(=O)c3ccc(F)cc3)ccc2O1	-0.7
2	COC(=O)C[C@H]1CC[C@@H]2[C@@H](COc3ccc(NC(=O)c4cc(C)on4)cc3C(=O)N2C)O1	0.4
3	C[C@@H](NC(=O)C[C@@H]1C[C@@H]2c3cc(NC(=O)CN(C)C)ccc3O[C@@H]2[C@H](CO)O1)c1ccccc1	-0.2
4	Cc1noc(C)c1NC(=O)Nc1ccc2c(c1)C(=O)N([C@@H](C)CO)C[C@@H](C)[C@H](CN(C)Cc1ccc(Cl)c(Cl)c1)OCCCC[C@H](C)O2	-2.9
5	C[C@@H]1CN([C@@H](C)CO)C(=O)c2cccc(NS(=O)(=O)c3cn(C)cn3)c2O[C@@H]1CN(C)S(=O)(=O)c1ccccc1	-2.8
6	CC(=O)N(C)C[C@@H]1Oc2ncc(C#Cc3ccccc3)cc2C(=O)N([C@H](C)CO)C[C@@H]1C	0.2
7	C[C@H]1CN([C@@H](C)CO)C(=O)Cc2cc(NC(=O)Cn3cnnn3)ccc2O[C@@H]1CN(C)S(=O)(=O)c1cn(C)cn1	-1.0
8	CCCN1[C@@H]2c3ccc(C4=CCCCC4)c(=O)n3C[C@@H]2[C@@H](CO)[C@@H]1C(=O)OC	1.5
9	Cc1ccc(S(=O)(=O)Nc2ccc3c(c2)C(=O)N([C@H](C)CO)C[C@@H](C)[C@H](CN(C)C(=O)Nc2ccc(F)cc2)O3)cc1	-2.8
10	CCNC(=O)[C@@H]1[C@@H](CO)[C@@H]2Cn3c(ccc(/C=C/c4ccccc4)c3=O)[C@H]1N2C(=O)c1ccncc1	1.6
11	C[C@H](CO)N1C[C@H](C)[C@@H](CN(C)S(=O)(=O)c2cccc(F)c2)Oc2ncc(C#CC3CC3)cc2C1=O	1.7
12	C[C@@H]1CN([C@H](C)CO)C(=O)Cc2cc(NS(=O)(=O)c3ccccc3)ccc2O[C@@H]1CN(C)S(=O)(=O)c1ccc(F)cc1	-2.1
13	CCS(=O)(=O)Nc1ccc2c(c1)C(=O)N(C)C[C@H](OC)[C@@H](C)CN(CCC(F)(F)F)[C@@H](C)CO2	-0.3
14	COc1ccc(-c2cn(CC[C@@H]3CC[C@@H](NC(=O)c4cnccn4)[C@@H](CO)O3)nn2)cc1	1.1
15	O=C(C[C@H]1CC[C@@H]2NC[C@H](O)COC[C@H]2O1)N1CCc2ccccc2C1	0.5
16	COCC(=O)Nc1ccc2c(c1)[C@@H]1C[C@H](CC(=O)NCc3cccnc3)O[C@H](CO)[C@@H]1O2	-0.6
17	C[C@@H]1CCCCO[C@H](CN(C)Cc2ccc(C(F)(F)F)cc2)[C@H](C)CN([C@H](C)CO)C(=O)c2cc(NC(=O)CCC(F)(F)F)ccc2O1	-1.8
18	C[C@H](CO)N1C[C@H](C)[C@H](CN(C)C(=O)c2ccc(F)cc2)OCc2ccccc2-c2c(n(C)c3ccccc23)C1=O	-1.4
19	CC(C)NC(=O)Nc1ccc2c(c1)C(=O)N([C@H](C)CO)C[C@@H](C)[C@@H](CN(C)S(=O)(=O)c1ccc(Cl)cc1)O2	-1.8
20	CO[C@H]1CN(C)C(=O)c2cc(NS(C)(=O)=O)ccc2OC[C@H](C)N(C(=O)C2CCCC2)C[C@@H]1C	-1.7
21	COc1ccc(NC(=O)N2CCCCN3[C@H](CO)[C@@H](c4ccc(C5=CCCC5)cc4)[C@H]3C2)cc1	-6.4
22	COc1ccc(S(=O)(=O)N(C)C[C@@H]2OCCCC[C@@H](C)Oc3ccc(NC(=O)C4CCCCC4)cc3C(=O)N([C@@H](C)CO)C[C@H]2C)cc1	-1.7
23	CN(C[C@H]1[C@@H](c2ccccc2)[C@H](CO)N1C(=O)C1CCC1)C(=O)c1ccccn1	1.6
24	C[C@@H]1CCCCO[C@H](CN(C)Cc2ccc3c(c2)OCO3)[C@@H](C)CN([C@H](C)CO)C(=O)c2cc(NC(=O)CCCN(C)C)ccc2O1	1.5
25	C[C@@H]1CN([C@@H](C)CO)C(=O)c2cc(NC(=O)NC3CCCCC3)ccc2O[C@@H](C)CCCCO[C@@H]1CN(C)C(=O)Nc1ccccc1	0.2
26	O=C(C1=C[C@H](c2ccc(Br)cc2)C[C@H](OCc2ccc(CO)cc2)O1)N1CCN(Cc2ccccc2)CC1	-1.8
27	COc1ccc(C(=O)Nc2ccc3c(c2)OC[C@H](C)N(C)C[C@@H](C)[C@H](OC)CN(C)C3=O)cc1	0.9
28	CO[C@@H]1CN(C)C(=O)c2cc(NC(=O)NC3CCCCC3)ccc2OC[C@@H](C)N(C)C[C@H]1C	-1.2
29	Cc1ccc(S(=O)(=O)Nc2ccc3c(c2)CC(=O)N([C@@H](C)CO)C[C@H](C)[C@@H](CN(C)C(=O)Nc2ccc(F)cc2)O3)cc1	-0.8
30	C[C@@H]1CN([C@H](C)CO)C(=O)c2ccccc2-c2ccccc2CO[C@@H]1CN(C)S(=O)(=O)c1ccccc1	-0.5

Reprinted, compounds 1 to 4
#	Structure	BioA inh
1	C[C@@H]1CCCCO[C@@H](CN(C)C(=O)c2ccncc2)[C@@H](C)CN([C@@H](C)CO)C(=O)c2cc(NS(=O)(=O)c3ccc(F)cc3)ccc2O1	-0.7
2	COC(=O)C[C@H]1CC[C@@H]2[C@@H](COc3ccc(NC(=O)c4cc(C)on4)cc3C(=O)N2C)O1	0.4
3	C[C@@H](NC(=O)C[C@@H]1C[C@@H]2c3cc(NC(=O)CN(C)C)ccc3O[C@@H]2[C@H](CO)O1)c1ccccc1	-0.2
4	Cc1noc(C)c1NC(=O)Nc1ccc2c(c1)C(=O)N([C@@H](C)CO)C[C@@H](C)[C@H](CN(C)Cc1ccc(Cl)c(Cl)c1)OCCCC[C@H](C)O2	-2.9

Continued.
#	Structure	BioA inh
31	C[C@@H]1CCCCO[C@H](CN(C)C(=O)Nc2ccc(F)cc2)[C@H](C)CN([C@@H](C)CO)C(=O)c2cc(NS(=O)(=O)c3ccc(Cl)cc3)ccc2O1	0.1
32	COc1ccccc1S(=O)(=O)Nc1ccc2c(c1)OC[C@H](C)NC[C@@H](C)[C@@H](OC)CN(C)C2=O	-0.7
33	O=C(C[C@@H]1CC[C@H]2[C@@H](COC[C@H](O)CN2C(=O)Nc2ccc(C(F)(F)F)cc2)O1)NC1Cc2ccccc2C1	-0.2
34	O=S(=O)(NCC[C@@H]1CC[C@H](NS(=O)(=O)c2cccc(Cl)c2)[C@H](CO)O1)c1cccc(F)c1	0.0
35	Cc1noc(C)c1NC(=O)Nc1ccc2c(c1)C(=O)N([C@@H](C)CO)C[C@H](C)[C@H](CN(C)C(=O)Nc1ccccc1)O2	-0.1
36	CN1C(=O)c2cc(NC(=O)c3ccc(C(F)(F)F)cc3)ccc2OC[C@@H]2O[C@H](CC(=O)NCc3ccc4c(c3)OCO4)CC[C@H]21	1.4
37	O=C(C[C@H]1CC[C@@H](NC(=O)Nc2ccc3c(c2)OCO3)[C@@H](CO)O1)NCc1ccc(Cl)cc1	-3.9
38	Cc1ccc(S(=O)(=O)N(C)C[C@@H]2Oc3ccc(NC(=O)Nc4c(C)noc4C)cc3C(=O)N([C@@H](C)CO)C[C@H]2C)cc1	-0.3
39	C[C@H]1CN([C@@H](C)CO)S(=O)(=O)c2ccc(C#Cc3ccc(F)cc3)cc2O[C@H]1CN(C)C	2.1
40	C[C@@H]1CN([C@@H](C)CO)C(=O)c2cc(NS(=O)(=O)c3ccc(F)cc3)ccc2O[C@H]1CN(C)Cc1ccncc1	1.9
41	C[C@H](CO)N1C[C@H](C)[C@@H](CN(C)S(=O)(=O)c2cn(C)cn2)Oc2ccc(NC(=O)CCN3CCOCC3)cc2CC1=O	-4.9
42	COc1ccc(NC(=O)N(C)C[C@@H]2Oc3ccc(NC(=O)Nc4c(C)noc4C)cc3C(=O)N([C@@H](C)CO)C[C@H]2C)cc1	0.3
43	C[C@@H]1CN([C@@H](C)CO)C(=O)c2cc(NS(=O)(=O)c3ccc(F)cc3)ccc2O[C@@H](C)CCCCO[C@H]1CN(C)CC1CC1	-1.5
44	C[C@@H]1CN([C@@H](C)CO)C(=O)Cc2cc(NC(=O)CCN3CCOCC3)ccc2O[C@@H]1CN(C)Cc1ccc2c(c1)OCO2	4.0
45	COc1ccc(NC(=O)N[C@H]2CC[C@@H](CCNC(=O)Cc3ccncc3)O[C@H]2CO)cc1	-0.8
46	C[C@H]1CN([C@@H](C)CO)C(=O)Cc2cc(NC(=O)CCC(F)(F)F)ccc2O[C@@H]1CN(C)S(=O)(=O)c1cccs1	1.7
47	C[C@@H]1CN([C@@H](C)CO)C(=O)c2cc(Br)cnc2O[C@@H]1CN(C)S(=O)(=O)c1ccccc1	-3.8
48	C[C@@H]1CN([C@H](C)CO)S(=O)(=O)c2ccc(C#Cc3ccccc3F)cc2O[C@H]1CN(C)C(=O)Cc1cccnc1	-3.9
49	C[C@H](CO)N1C[C@H](C)[C@H](CN(C)Cc2ccccc2)Oc2c(NS(=O)(=O)c3cn(C)cn3)cccc2C1=O	-1.8
50	COc1ccccc1CNC(=O)C[C@H]1C[C@@H]2c3cc(NC(=O)CC4CC4)ccc3O[C@@H]2[C@@H](CO)O1	1.5
51	COc1ccc(-c2cnc3c(c2)C(=O)N([C@H](C)CO)C[C@@H](C)[C@@H](CN(C)Cc2cccnc2)O3)cc1	2.2
52	C[C@H](CO)N1C[C@H](C)[C@H](CN(C)C(=O)C2CCOCC2)Oc2ncc(Br)cc2C1=O	0.5
53	CC(C)NC(=O)N[C@@H]1CC[C@H](CC(=O)NCCN2CCCC2)O[C@H]1CO	-0.6
54	C[C@H]1CN([C@@H](C)CO)C(=O)c2cc(NC(=O)Nc3ccc(C(F)(F)F)cc3)ccc2O[C@H]1CN(C)C(=O)Nc1ccccc1	-2.1
55	C[C@@H]1CN([C@@H](C)CO)C(=O)c2cccc(NC(=O)C3CCCCC3)c2O[C@H]1CN(C)Cc1ccc(C(=O)O)cc1	-2.3
56	CCS(=O)(=O)N1CCCCN2[C@H](CO)[C@@H](c3ccc(-c4ccccc4)cc3)[C@@H]2C1	-3.1
57	O=S(=O)(Cc1ccccc1)N1CCCCN2[C@H](C1)[C@H](c1ccc(-c3ccncc3)cc1)[C@@H]2CO	0.6
58	C[C@@H]1CN([C@@H](C)CO)C(=O)c2cc(NC(=O)c3ccncc3)ccc2O[C@@H](C)CCCCO[C@H]1CN(C)S(=O)(=O)c1cccs1	-1.0
59	CCNC(=O)[C@@H]1[C@@H](CO)[C@@H]2Cn3c(ccc(-c4ccccc4)c3=O)[C@@H]2N1CC1CC1	0.9
60	CNC(=O)C[C@H]1CC[C@@H]2[C@H](COc3ccc(NC(=O)NC(C)C)cc3C(=O)N2C)O1	0.1

Entries shown so far with bromine (3):
#	Structure	BioA inh
26	O=C(C1=C[C@H](c2ccc(Br)cc2)C[C@H](OCc2ccc(CO)cc2)O1)N1CCN(Cc2ccccc2)CC1	-1.8
47	C[C@@H]1CN([C@@H](C)CO)C(=O)c2cc(Br)cnc2O[C@@H]1CN(C)S(=O)(=O)c1ccccc1	-3.8
52	C[C@H](CO)N1C[C@H](C)[C@H](CN(C)C(=O)C2CCOCC2)Oc2ncc(Br)cc2C1=O	0.5

The list goes on:
#	Structure	BioA inh
61	COc1ccc(S(=O)(=O)N(C)C[C@H]2Oc3ccc(NS(=O)(=O)c4cccs4)cc3C(=O)N([C@@H](C)CO)C[C@H]2C)cc1	-0.2
62	C[C@@H]1CCCCO[C@@H](CN(C)C(=O)Nc2ccc3c(c2)OCO3)[C@@H](C)CN([C@@H](C)CO)C(=O)c2cc(NC(=O)C3CCCCC3)ccc2O1	-2.0
63	CC(C)NC(=O)Nc1ccc2c(c1)CC(=O)N([C@@H](C)CO)C[C@H](C)[C@@H](CN(C)C(=O)NC(C)C)O2	-1.1
64	C[C@H](O)C#Cc1cnc2c(c1)C(=O)N([C@H](C)CO)C[C@@H](C)[C@H](CN(C)C(=O)Nc1ccc(F)cc1)O2	-1.5
65	COCC1CC(c2ccccc2)OC(c2ccc(NC(=O)CCCCCCC(=O)O)cc2)O1 (stereo not given)	-1.1
66	C[C@@H]1CN([C@H](C)CO)C(=O)c2cccc(N(C)C)c2O[C@H]1CN(C)S(=O)(=O)c1ccc(Cl)cc1	3.5
67	COc1ccccc1NC(=O)N1C[C@@H]2[C@H](c3ccccc31)[C@H](CO)N2C(=O)c1ccccc1	3.3
68	C[C@H]1CN([C@@H](C)CO)C(=O)c2cc(/C=C/c3ccccc3)cnc2O[C@@H]1CN(C)Cc1ccccc1	-2.1
69	CO[C@@H]1CN(C)C(=O)c2ccc(NC(=O)c3cccc(F)c3)cc2OC[C@H](C)NC[C@H]1C	0.2
70	CNC[C@@H]1Oc2ccc(NC(=O)Nc3ccc(C(F)(F)F)cc3)cc2C(=O)N([C@@H](C)CO)C[C@@H]1C	0.9
71	COc1ccccc1CNC(=O)C[C@H]1C[C@H]2c3cc(N(C)C)ccc3O[C@H]2[C@@H](CO)O1	-0.2
72	C[C@H](CO)N1C[C@H](C)[C@@H](CN(C)CC2CCCCC2)OCCCC[C@H](C)Oc2ccc(NC(=O)NC3CCCCC3)cc2C1=O	1.0
73	CN1c2ccc(Br)cc2[C@@H]2[C@@H](CCN2C(=O)c2ccc(F)cc2)[C@H]1CO	23
74	COc1ccccc1CNC(=O)C[C@H]1CC[C@@H]2[C@H](COC[C@@H](O)CN2Cc2ccccc2)O1	-0.9
75	COc1ccc(NC(=O)Nc2ccc3c(c2)CC(=O)N([C@H](C)CO)C[C@@H](C)[C@@H](CN(C)Cc2ccncc2)O3)cc1	-1.7
76	CCC(=O)N1[C@H](C(=O)NCc2ccc(F)cc2)[C@@H](CO)[C@@H]2Cn3c(ccc(C4=CCCCC4)c3=O)[C@@H]21	-2.2
77	C[C@@H]1CN([C@H](C)CO)C(=O)c2cc(NC(=O)NC3CCCCC3)ccc2O[C@H]1CN(C)S(=O)(=O)c1cn(C)cn1	2.5
78	CCNC(=O)C[C@@H]1CC[C@H]2[C@H](COc3ccc(NC(=O)c4ccccc4Cl)cc3C(=O)N2C)O1	0.3
